# TNAP activation fold = human TNAP enzyme activators, primary screen, biochemical, luminescent, no phosphate acceptor, uHTS (AID 1001); purified TNAP, luminescent activation assay, no phosphate acceptor; higher activation fold means a stronger effect; activation fold at 20 µM, or EC50 in µM where a hit was titrated; 200,000 compounds, 0.03% hits; in the data active = activation fold from about 3, or a potency from the dose series; inactive = the rest, 99 in 100 with activation fold below about 1.6; also: many of its hits are not listed in these tables
# UTI89 phage lysis = protection from phage-mediated lysis, alamar blue read-out – E. coli UTI89, K1F phage, bacterial capsule biogenesis inhibitors (AID 488966); inhibition, % at 100 µM, or IC50 in µM where a hit was titrated; 340,000 compounds, 0.02% hits; E. coli UTI89 K1F phage lysis, alamar blue, 2 h; higher % means a stronger effect;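 active = phage lysis inhibition, versus mean bacterial control, above a set limit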;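 also: capsule biogenesis inhibitors block K1F phage lysis so surviving cells raise fluorescence; higher fluorescence means more inhibition of phage lysis; actives were called in the ten point dose series up to 300 µM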
# PMI inhibitors = MPI enzyme activity inhibition – biochemical, fluorescence intensity, coupled assay, primary screen (AID 1209) | purified PMI enzyme, coupled fluorescence intensity; higher % means a stronger effect | inhibition, % at 20 µM, or IC50 in µM where a hit was titrated | 190,000 compounds, 0.42% hits;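 also: plate controls were DMSO vehicle for no effect and wells lacking substrate for full effect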
# Hep lipid drop = hepatic lipid droplet formation modulation | AML12 mouse hepatocytes, oleate lipid droplets, BODIPY imaging | inhibition, % at 6.5 µM | 240,000 compounds, 0.4% hits | AID 1656;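 active = lipid droplet intensity inhibited by at least 50%, with more than 500 cells counted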
#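 material = mouse AML12 hepatocyte cell line, fixed after treatment | also added = 100 µM oleic acid challenge | doses = compound at 6.5 µM only | schedule = overnight exposure | technique = Image-based BODIPY and DAPI two-channel analysis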
# human PMI inhibitors = MPI inhibition at elevated mannose 6-phosphate – biochemical, fluorescence intensity, high mannose 6-phosphate, primary screen (AID 1220); recombinant PMI enzyme, coupled fluorescence intensity; higher % means a stronger effect; 190,000 compounds, 0.66% hits; inhibition, % at 20 µM, or IC50 in µM where a hit was titrated
# WT yeast gro inh = growth inhibition of WT yeast, mitochondrial fusion screen; mitochondrial fusion phenotypic screen, WT strain; inhibition, % at 10 µM; 190,000 compounds, 2.1% hits; AID 1362; in the data active = inhibition above about 58%; tested in S. cerevisiae
# Myeloid diff 2 = compounds promoting myeloid differentiation | ER-HoxA9 myeloid progenitors, lysozyme-GFP differentiation, flow cytometry | calls only at 10 µM | 360,000 compounds, 1% hits | AID 624256;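 active = normalized GFP-positive differentiation at or above the plate's own cutoff, the solvent-only control mean plus 3 SD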;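 also: cells exposed to compound for four days before flow analysis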
# ER stress rescue = rescue of cells from ER stress-induced death, primary screen, 384-well, CSM14.1, thapsigargin, ATP luminescence (AID 1222). CSM14.1 thapsigargin-induced death rescue, ATP luminescence; higher % means a stronger effect. cellular ATP content (survival), % at 20 µM, or EC50 in µM where a hit was titrated. 190,000 tested, under 10 active;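 active = EC50 below 50 µM in the dose-response confirmation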;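 also: death triggered by thapsigargin at about 15 µM added after 2 h compound pretreatment; cell ATP read after overnight thapsigargin exposure of roughly 18 to 22 hours; normalized against plate controls of thapsigargin alone and 5% DMSO vehicle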
# M1AAP inhibition = P. falciparum M1AAP inhibitors, biochemical, fluorogenic H-Leu-NHMec substrate, 1536-well (AID 1445); recombinant M1AAP, H-Leu-NHMec fluorogenic kinetic assay; higher % means a stronger effect; inhibition, % at 30 µM, or IC50 in µM where a hit was titrated; 220,000 compounds, 0.42% hits;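 active = primary inhibition above the hit cutoff, then over 50% inhibition at one or more dose response concentrations, cut at about 23% in these data, passing the limit was not always enough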;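 also: plate controls were DMSO full reaction for no effect and no enzyme background for full effect; strong numbers were not always called active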
# WT yeast gro inh mutant strain = further read-out of WT yeast gro inh, marked with its call; inhibition, %; mitochondrial fusion phenotypic screen, mutant strain inhibition
# Hep lipid drop cells 6.5 µM = second read-out of Hep lipid drop, no call of its own (marks repeat the call); cell count; measured here: cell count, cytotoxicity flag;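 cells counted across two imaged fields per well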
# Myeloid diff 2 GFP+ MAC1+ % = second read-out of Myeloid diff 2, no call of its own (marks repeat the call); GFP+ MAC1+ double positive, %; measured here: differentiation confirmed by MAC1 staining
# Active calls of the source: *; i = inactive; . = no result given; + = active, no number; [ ] = remark or other dose. Rule as the data show it, unless noted: active = inhibition above about 50%; inactive = the rest.
SMILES,TNAP activation fold,UTI89 phage lysis,PMI inhibitors,Hep lipid drop,Hep lipid drop cells 6.5 µM,human PMI inhibitors,WT yeast gro inh,WT yeast gro inh mutant strain,Myeloid diff 2,Myeloid diff 2 GFP+ MAC1+ %,ER stress rescue,M1AAP inhibition
c1ccc2sc(Cc3nnc4n3CCCCC4)nc2c1,1,2.2%,-5.8%,.,.,-3.5%,-4.1,4.7,i,6.2,3.8%,7.8%
Clc1ccc(N2CCOCC2)nn1,1.1,-0.3%,-15.3%,25.7,733,-11.3%,-5.0,7.2,i,0.3,-0.3%,2.4%
Cc1cc(C)c2cc(CN(CCN(C)C)C(=O)Nc3ccccc3Cl)c(=O)[nH]c2c1,1.1,0.5%,8.3%,-32.2,667,6.4%,6.7,9.7,i,0.3,-2.5%,4.8%
O=C(CN1CCSCC1)N/N=C/c1ccc(Cl)cc1,1,.,0.1%,0.8,689,30.8%,14.7,2.7,.,.,-1.5%,1.2%
CC(C)(C)N(Cc1cc2ccccc2[nH]c1=O)C(=O)c1cccc([N+](=O)[O-])c1,.,0.3%,.,18.8,662,.,.,.,i,0.4,.,6.5%
O=[N+]([O-])c1cccc(-c2nnc(CNC3CC3)o2)c1,1.1,0.3%,-8.7%,12.5,677,-3.7%,12.3,11.6,i,1.0,-1.8%,0.2%
Cc1cc(N2CCC(C(=O)NCC3CC3)CC2)nc(-c2ccccc2)n1,1,3.9%,-1.5%,15.9,771,-8.1%,0.8,8.4,i,0.9,-0.9%,2.0%
CC(C)[C@H](NC(=O)C1(c2ccccc2)CCN(C(=O)OC(C)(C)C)CC1)C(=O)O,1.2,-0.1%,-3.6%,.,.,-5.8%,12.9,12.4,+,2.0*,-1.0%,6.4%
C=CCN(CC=C)Cc1nc(N)nc(Nc2ccccc2C)n1,1.1,0.6%,-0.2%,8.2,702,4.9%,-10.4,-1.7,i,0.5,-0.6%,3.1%
O=C(CCC1CCCN(C(=O)c2ccsc2)C1)NCc1ccc(F)c(F)c1 (stereo unspecified),1.1,0.1%,-4.2%,-19.1,637,-8.0%,16.8,10.3,i,0.9,0.6%,-0.1%
O=C(NCCCN1CCOCC1)C(=O)N/N=C/c1ccccc1Cl,.,0.4%,.,5.8,627,.,.,.,i,0.7,.,5.0%
Nc1ccc(N=Nc2ccccc2Cl)c(N)n1,.,1.0%,.,21.3,424,.,.,.,i,0.8,.,14.1%
N#CCCCN1C(=O)C(=C(C#N)C#N)c2ccccc21,1,0.0%,11.4%,-0.5,699,59.5%*,4.3,2.3,i,0.8,-3.5%,.
Cc1noc(C)c1COC(=O)CCc1ccc(S(=O)(=O)N2CCCCC2)cc1,1.1,4.1%,3.6%,.,.,1.8%,13.7,14.9,i,0.5,2.9%,6.4%
Cc1cc(=O)[nH]c(NN=C(CC(C)C)CC(C)C)n1,1,1.4%[50 µM],9.8%,-3.2,364,12.3%,-8.2,-5.6,i,0.6,2.4%,1.5%
COc1ccc(C(=O)OCC(=O)NCC2CCCO2)cc1S(=O)(=O)N1CCCc2ccccc21 (stereo unspecified),1.1,0.5%,0.8%,1.4,670,10.1%,6.8,8.5,i,0.2,0.6%,5.3%
COc1ccc(OCC(=O)Nc2ccc(S(=O)(=O)N3CCOCC3)cc2)cc1,1.1,-0.6%,8.8%,5.0,741,1.7%,-13.9,-11.3,i,0.8,3.2%,5.7%
O=S(=O)(c1ccc(C2CCCCC2)cc1)N1CCCC1,1.1,0.0%,-2.5%,.,.,1.3%,54.4,24.5,i,0.7,-0.9%,-4.5%
CCCNCc1cc(OCC)c(OCC(=O)Nc2ccccc2)cc1Br,1,-0.2%,6.6%,0.1,758,3.7%,-1.3,4.3,i,0.7,-2.3%,-2.2%
Cc1cc(-n2c(C)cc(C(=O)CN3C(=O)NC4(CCCCCC4)C3=O)c2C)no1,1.1,2.1%,8.1%,.,.,8.8%,-18.2,-52.5,i,4.1,-0.3%,7.6%
Cc1sc(NC(=O)CSc2nnc3scc(-c4ccccc4)n23)c(C#N)c1C,1.1,-0.4%,3.5%,7.4,767,-3.2%,5.6,14.7,i,6.3,-3.7%,3.6%
COc1ccccc1/C=C(/CC(=O)NCc1ccccc1)c1nc2ccccc2s1,1,8.6%,8.2%,3.6,650,0.2%,22.2,-3.9,i,0.5,7.3%,9.0%
COc1ccc(/C=N/NS(=O)(=O)c2ccc(NC(C)=O)cc2)cc1,.,0.5%,.,-14.8,784,.,.,.,i,1.0,.,2.7%
Cc1sc(NC(=O)CN(Cc2ccccc2)C(=O)C(C)C)c(C(N)=O)c1C,0.9,0.1%,1.5%,5.1,658,-2.0%,-7.5,0.5,i,0.4,0.7%,4.8%
CCN(CC)CCCn1c(=S)[nH]c2cc(C(=O)OC)ccc2c1=O,1,6.5%,2.3%,-6.4,735,-5.1%,-11.7,-15.8,i,0.6,-3.2%,5.4%

# Additional structures follow:
SMILES,TNAP activation fold,UTI89 phage lysis,PMI inhibitors,Hep lipid drop,Hep lipid drop cells 6.5 µM,human PMI inhibitors,WT yeast gro inh,WT yeast gro inh mutant strain,Myeloid diff 2,Myeloid diff 2 GFP+ MAC1+ %,ER stress rescue,M1AAP inhibition
O=C(COC(=O)c1cccc(C(=O)OCC(=O)NC2CC2)n1)NC1CC1,1.9,1.0%,17.8%,0.8,677,18.3%,-4.7,7.6,i,0.1,1.1%,1.9%
CCOc1ncccc1C(=O)NCc1ccccc1Cl,1.1,-0.3%,-1.1%,8.9,698,8.1%,-0.1,-3.8,i,0.5,0.2%,3.4%
COc1ccnc(-n2cccc2C=O)c1C#N,1.1,0.4%,3.1%,1.4,666,3.3%,0.4,6.4,i,0.3,0.6%,12.1%
COc1ccc(C(=O)NN/C(C)=C/C(=O)C(F)(F)C(F)(F)C(F)(F)F)cc1,1.3,7.1%,-12.9%,-16.2,622,-25.6%,11.5,33.7,i,0.5,-2.9%,-2.0%
Cc1csc(NC(=O)CSc2nnc(-c3ccoc3C)n2CCc2ccccc2)n1,1.1,6.7%,12.1%,.,.,6.1%,-15.1,-3.4,i,1.3,3.0%,8.7%
C/C(O)=C/c1nc2ccccc2[nH]c1=O,1.2,-0.9%[50 µM],3.6%,-1.9,540,0.9%,1.5,3.1,i,0.4,0.1%,13.1%
COc1ccc(S(=O)(=O)N2CCC(C(=O)NCc3cccc(OC)c3)CC2)cc1,1,2.8%,11.4%,.,.,-3.7%,-5.1,-17.6,i,0.8,-1.2%,9.2%
COC(=O)CCCC1=CC2=C(c3ccccc3)C(=O)C(C)(OC(=O)C3CCCC3)C(=O)C2=CN1CCc1ccccn1 (stereo unspecified),.,-0.8%,.,-13.4,619,.,.,.,i,0.5,.,2.2%
Cn1ccc(C(=O)Nc2ccc(Br)cc2Br)n1,1.1,2.0%[50 µM],2.0%,-0.4,601,-1.3%,8.7,-15.0,i,0.2,1.1%,0.9%
CN(C)c1ccc(/C=C/c2ccncc2)cc1,1.1,0.2%,-4.9%,3.9,650,-15.0%,11.3,11.6,+,0.3*,.,13.9%
Cc1cc(C(=O)CCl)c(C)n1CC1COc2ccccc2O1 (stereo unspecified),0.9,-0.1%,-10.1%,4.1,657,-10.8%,7.7,25.4,i,0.0,-1.2%,1.4%
COc1ccc(N2C(=O)CC(Sc3nc4ccccc4s3)C2=O)cc1 (stereo unspecified),1.1,0.1%,-3.0%,-8.6,718,-0.4%,-10.7,-6.3,.,.,.,8.8%
COC(=O)c1ccccc1NC(=O)CN(c1cc(OC)ccc1OC)S(C)(=O)=O,1.1,-0.2%,-1.6%,-26.0,702,2.3%,-4.3,-20.2,i,1.1,-2.2%,11.8%
O=C(O)C1CCN(c2ccccc2[N+](=O)[O-])CC1,1,-0.3%,-12.3%,6.3,617,-5.7%,8.7,-2.8,i,0.8,-1.4%,-2.7%
CC(=O)N1CCc2cc(S(=O)(=O)NC(Cc3ccccc3)C(=O)Nc3cc(C)ccn3)ccc21 (stereo unspecified),1.2,1.6%,3.4%,1.3,802,-0.8%,-3.2,-13.5,i,5.1,-1.2%,3.6%
Cc1ccc2c(C)c(C(=O)Nc3c(C)n(C)n(-c4ccccc4)c3=O)oc2c1,1.1,0.0%,9.3%,.,.,13.7%,-20.5,-3.5,i,0.4,-1.7%,0.6%
Cc1ccc(CN2CCS(=O)(=O)CC2)o1,1.1,-0.6%,-3.9%,-1.8,684,8.0%,-2.1,21.8,i,0.8,.,-2.0%
COc1ccc(CCNC(=O)C(=O)NCC2CCNCC2)cc1OC,.,0.6%,.,2.5,779,.,.,.,i,0.6,.,3.8%
Cc1cccc(CN2CCN(Cc3nc4c(s3)CCCC4)CC2CCO)n1 (stereo unspecified),1.1,0.1%,7.9%,5.9,776,-0.2%,8.5,8.0,i,0.1,1.1%,3.2%
CN(C)c1ccc(C2N(C(=O)N3CCOCC3)CCN2S(=O)(=O)c2ccccc2)cc1 (stereo unspecified),1.1,0.0%,3.4%,.,.,4.7%,.,.,i,2.8,-1.3%,6.3%
FC(c1nc2ccccc2[nH]1)C(F)(F)F (stereo unspecified),1,0.5%,8.2%,-20.4,565,6.4%,-0.6,0.1,i,0.7,-0.3%,-2.3%
O=C(O)c1ccccc1Sc1c([N+](=O)[O-])cc(C(F)(F)F)cc1[N+](=O)[O-],0.9,-0.6%,-7.5%,-4.1,706,-10.4%,-44.9,-5.2,i,0.1,-0.4%,8.3%
CCCc1cc(-c2[nH]ncc2-c2ccc3c(c2)OCCCO3)c(O)cc1OC,1,.,9.2%,-13.2,738,3.7%,45.2,13.8,.,.,-3.3%,-6.9%
CC(OC(=O)C1CCCO1)C(=O)NC1CCCC1 (stereo unspecified),1.1,5.1%,5.2%,.,.,1.8%,0.6,-9.9,i,5.4,1.1%,1.0%
CCCCc1ccc(N=N/C(C(=O)Nc2ccccc2OC)=C(/C)O)cc1,1,-0.3%,16.0%,-2.1,663,10.1%,-7.3,-14.9,i,0.1,-1.5%,3.6%

# Complete entries as entered above.
# `Cc1ccc(CN2CCS(=O)(=O)CC2)o1` in the list: TNAP activation fold: 1.1; UTI89 phage lysis: -0.6%; PMI inhibitors: -3.9%; Hep lipid drop: -1.8; Hep lipid drop cells 6.5 µM: 684; human PMI inhibitors: 8.0%; WT yeast gro inh: -2.1; WT yeast gro inh mutant strain: 21.8; Myeloid diff 2: i; Myeloid diff 2 GFP+ MAC1+ %: 0.8; ER stress rescue: .; M1AAP inhibition: -2.0%
# `Cc1cccc(CN2CCN(Cc3nc4c(s3)CCCC4)CC2CCO)n1` (stereo unspecified) in the list: TNAP activation fold: 1.1; UTI89 phage lysis: 0.1%; PMI inhibitors: 7.9%; Hep lipid drop: 5.9; Hep lipid drop cells 6.5 µM: 776; human PMI inhibitors: -0.2%; WT yeast gro inh: 8.5; WT yeast gro inh mutant strain: 8.0; Myeloid diff 2: i; Myeloid diff 2 GFP+ MAC1+ %: 0.1; ER stress rescue: 1.1%; M1AAP inhibition: 3.2%
